# Myeloid diff MLP: promotes myeloid progenitor differentiation. ER-HoxA9 myeloid progenitors, lysozyme-GFP differentiation, flow cytometry. calls only at 10 µM. hit rate 1% among 360,000. AID 624256;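 active = normalized GFP-positive differentiation at or above the plate's own cutoff, the solvent-only control mean plus 3 SD; inconclusive = no clear call, values can overlap the other calls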;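 also: cells exposed to compound for four days before flow analysis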
# Myeloid diff MLP GFP+ MAC1+ %: further read-out of Myeloid diff MLP, marked with its call; GFP+ MAC1+ double positive, %; measured here: differentiation confirmed by MAC1 staining
# Starred values were filed as active, the others as inactive; i = inactive; ? = inconclusive; / = no result given. These rows are one share of the data (hit frequency here may not be typical).
# Below each SMILES: Myeloid diff MLP, Myeloid diff MLP GFP+ MAC1+ %
> COc1ccc2ncccc2c1Cc1c(OC)ccc2ncccc12
 : i, 1.1
> C[C@@H]1CN([C@H](C)CO)C(=O)c2cc(Br)cnc2O[C@H]1CN(C)C(=O)CC1CC1
 : i, 0.5
> COc1ccc(NC(C)=O)cc1S(=O)(=O)NC(Cc1ccccc1)C(=O)NC(C)c1ccccn1 (stereo not given)
 : i, 1.0
> Cc1ccccc1NC(=O)Nc1nc(C(N)Cc2ccccc2)cs1 (stereo not given)
 : i, 0.7
> CCN(CC(=O)Nc1c(F)cccc1F)C(=O)c1nc2nc(C)cc(C)n2n1
 : i, 1.5
> CCN1C(=O)c2cccc3c(S(=O)(=O)N(C(C)=O)c4ccc(OC(C)=O)cc4)ccc1c23
 : i, 0.2
> N#Cc1ccsc1NC(=O)COC(=O)C1=NNC(=O)CC1
 : i, 0.4
> CCc1c(-c2ccccc2F)ncn1Cc1cccc(-c2ccccc2)c1
 : i, 3.0
> COc1ccc(C)cc1Cn1nnc2ccccc21
 : i, 1.7
> O=C(CN1C(=O)NC2(CCc3ccccc32)C1=O)Nc1ccccc1OC(F)F (stereo not given)
 : i, 0.4
> COC(=O)C1=C(C)N(Cc2ccccc2)C(=NCc2cccc(C(F)(F)F)c2)N[C@H]1c1cccc(C(F)(F)F)c1
 : ?, /
> O=C(CSc1nc2[nH]c(=O)cc(O)c2s1)Nc1ccc(Cl)c(C(F)(F)F)c1
 : i, 0.2
> Cn1c(O)c(C=NCCCCCC(=O)O)c(=O)n(C)c1=O
 : i, 0.5
> C=CC[C@@H](CC(=O)N(CCO)Cc1ccccc1)C(=O)N[C@H](COC(=O)[C@H](CC=C)CC(=O)OC(C)(C)C)Cc1c[nH]c2ccccc12
 : i, 2.3
> CC1(C2CCC3(C)OC3C2)CO1 (stereo not given)
 : i, 3.3
> COC(=O)c1ccc(Cn2c(C)c(C(=O)Nc3cccc(Oc4ccccc4)c3)sc2=O)o1
 : i, 2.0
> O=[N+]([O-])c1ccc(S(=O)(=O)c2cccc(C(F)(F)F)c2)nc1
 : ?, /
> CC[C@]1(C(=O)OC)[C@H]2C(=O)N(Cc3ccccc3)C(=O)[C@H]2[C@H]2CN=C(SCc3ccc(C)cc3)N21
 : i, 0.2
> O=[N+]([O-])c1ccc(-c2cn3ccccc3n2)cc1
 : i, 0.3
> COc1cccc(CCNC(=O)c2cc(COc3ccc(C)c(C)c3)on2)c1OC
 : i, 0.4
> CC1CCC(C#N)(N(C)C(=O)CSc2nnc(C3CC3)n2C2CC2)CC1 (stereo not given)
 : i, 0.7
> CCc1ccc(/C=C(\C#N)C(=O)NC2CCS(=O)(=O)C2)cc1 (stereo not given)
 : i, 0.8
> N#Cc1ccc(S(=O)(=O)N2CCCCC2c2cc(C(=O)NCc3cccnc3)no2)cc1 (stereo not given)
 : i, 0.6
> Cc1ccccc1-c1csc(C(C)(O)c2ccccc2)n1 (stereo not given)
 : i, 1.1
> O=C1[C@@H](Oc2ccccc2)[C@@H](c2cnc3ccccc3c2)N1c1ccccc1
 : i, 4.6
> COc1ccc(NC(=O)c2cc(-c3cc(Cl)ccc3C)n[nH]2)c(OC)c1
 : i, 1.1
> COc1ccccc1-c1cc(NC(C)=O)c2ncc(-c3ccc(S(C)(=O)=O)cc3)n2c1
 : i, 0.5
> CCN(CC(=O)Nc1ccccc1C(F)(F)F)CC(=O)NC1CC1
 : i, 1.2
> O=C(NCc1cccc(Br)c1)c1cc(-c2ccccc2)nn1CC1CC(c2cccnc2)=NO1 (stereo not given)
 : i, 1.3
> COc1ccc(C)cc1S(=O)(=O)N1CCN(C)CC1c1ccccc1 (stereo not given)
 : i, 0.9
> C=C1C2=C(C(=O)N1OC)[C@@H](O)[C@@](C)(O)[C@@H](CCCCC)O2
 : ?, /
> O=C(NCc1ccc(F)cc1)C(=O)NCC1OCCN1S(=O)(=O)c1cc(F)ccc1F (stereo not given)
 : i, 0.7
> CC(C)C[C@H]1CNC(=O)C(=O)N1C[C@@H]1CCCN1C[C@H](Cc1ccccc1)N1C[C@H](CC(C)C)N(CC2CCCCCC2)C(=O)C1=O
 : i, 0.5
> CCSc1nc2cc(S(=O)(=O)N3CCOCC3)ccc2o1
 : i, 0.5
> O=C(O)c1cc(NS(=O)(=O)c2ccc(F)cc2)cc(NS(=O)(=O)c2ccc(F)cc2)c1
 : i, 0.8
> CN(C)c1ccc(NC(=O)c2cc3c(=O)n4ccccc4nc3n2C)cc1
 : i, 0.4
> C/C(=N\NC(=O)c1ccc(O)cc1)c1ccc2c(c1)OCCO2
 : i, 0.9
> CCOC(=O)c1c(C)[nH]c(C(=O)COC(=O)c2c(CC)noc2C)c1C
 : i, 1.1
> COc1ccc(-c2nc3c(C)cc(Br)cn3c2CC(C)(C)C)cc1OC
 : i, 1.2
> CC(C)[C@H](NS(=O)(=O)c1ccccc1)C(=O)OCC(=O)NC(=O)NC1CCCCC1
 : i, 0.7

# For reference, 3 of the compounds above.
# Below each SMILES: Myeloid diff MLP, Myeloid diff MLP GFP+ MAC1+ %
> COc1ccc2ncccc2c1Cc1c(OC)ccc2ncccc12
 : i, 1.1
> C[C@@H]1CN([C@H](C)CO)C(=O)c2cc(Br)cnc2O[C@H]1CN(C)C(=O)CC1CC1
 : i, 0.5
> COc1ccc(NC(C)=O)cc1S(=O)(=O)NC(Cc1ccccc1)C(=O)NC(C)c1ccccn1 (stereo not given)
 : i, 1.0

# Back to the main list with the 6 entries that preceded the break.
# Below each SMILES: Myeloid diff MLP, Myeloid diff MLP GFP+ MAC1+ %
> O=C(O)c1cc(NS(=O)(=O)c2ccc(F)cc2)cc(NS(=O)(=O)c2ccc(F)cc2)c1
 : i, 0.8
> CN(C)c1ccc(NC(=O)c2cc3c(=O)n4ccccc4nc3n2C)cc1
 : i, 0.4
> C/C(=N\NC(=O)c1ccc(O)cc1)c1ccc2c(c1)OCCO2
 : i, 0.9
> CCOC(=O)c1c(C)[nH]c(C(=O)COC(=O)c2c(CC)noc2C)c1C
 : i, 1.1
> COc1ccc(-c2nc3c(C)cc(Br)cn3c2CC(C)(C)C)cc1OC
 : i, 1.2
> CC(C)[C@H](NS(=O)(=O)c1ccccc1)C(=O)OCC(=O)NC(=O)NC1CCCCC1
 : i, 0.7
> NC(=O)c1nc[nH]c1C(=O)Nc1cccc(NC(=O)c2cccc(C(F)(F)F)c2)c1
 : i, 1.0
> Cc1cc(S(=O)(=O)NCCCN2CCOCC2)ccc1Br
 : i, 0.7
> COC(=O)c1ccc(N2C(c3cccc(OC)c3)=Cc3ccc(F)cc3C2c2c(C)[nH]c3ccccc23)cc1 (stereo not given)
 : i, 0.8
> COc1ccccc1NC(=O)N(C)C[C@H]1OCc2cnnn2CCCC(=O)N([C@H](C)CO)C[C@@H]1C
 : i, 0.4
> N#Cc1ccc(C(=O)N2CCC3CC2c2cc(-c4ccccc4)ccc23)cc1 (stereo not given)
 : i, 0.6
> O=[N+]([O-])c1cccc(COc2ccccc2CN2CCCC2)c1
 : i, 0.2
> CC1(Cc2cccc(C#N)c2)C(=O)Nc2c(Cl)cccc21 (stereo not given)
 : i, 1.5
> C[C@H](CO)N1C[C@H](C)[C@H](CN(C)C(=O)c2ccccc2)Oc2cc(Br)ccc2S1(=O)=O
 : i, 0.7
> COCCCN(Cc1cc(OC)c(OC)c(OC)c1)C(=S)Nc1cccc(Cl)c1
 : i, 2.5
> CC1CCN(S(=O)(=O)c2cc(C(=O)NC3(C)CCS(=O)(=O)C3)ccc2Br)CC1 (stereo not given)
 : i, 0.6
> CC(=O)c1ccc(OC2(C)CCN(Cc3ccc(OC(F)(F)F)cc3)C2)cc1 (stereo not given)
 : i, 1.2
> CCCCn1c(N)c(N(CCOC)C(=O)COC(=O)CCOc2ccc(C)cc2)c(=O)[nH]c1=O
 : i, 1.3
> COc1ccc([C@H]2CC(=O)C=C(c3ccc4c(c3)OCO4)C2)cc1OC
 : i, 0.6
> CC(O)CC(C)O (stereo not given)
 : i, 2.8
> CCc1nc2c(OCc3ccc(F)c(F)c3)cccn2c1N(C)C(=O)c1ccc(OC)cc1
 : i, 0.3
> COc1cc(NC(=O)CN2C(=O)NC3(CCOc4ccccc43)C2=O)cc(OC)c1 (stereo not given)
 : i, 1.3
> Cc1cc2c(cc1C)C(=O)C(=O)N2
 : i, 0.5
> CCCCCCN1C[C@H](n2cc(-c3ccc(F)cc3)nn2)[C@@H](O)C[C@@H]1c1ccc(OC)cc1
 : i, 0.8
> Cc1ccc(F)cc1-c1cc(C(=O)NCc2cc(C(F)(F)F)cc(C(F)(F)F)c2)[nH]n1
 : i, 0.6
> CC(=O)Nc1ccc(S(=O)(=O)NCC(=O)OCC(=O)NCCc2ccccc2)cc1
 : i, 2.3
> O=C(NC1CCCC1)C1c2ccccc2OCC(=O)N1C1CC1 (stereo not given)
 : i, 1.1
> CCN1C[C@@H]2[C@@H]3C(=O)N(Cc4ccccc4)C(=O)[C@@H]3[C@](C)(C1=O)N2C(=O)c1ccc(F)cc1
 : i, 0.9
> Cc1ccccc1C(=O)NNC(=O)C1CC(=O)N(c2ccc3c(c2)OCCO3)C1 (stereo not given)
 : i, 0.7
> CC(C)(C)OC(=O)N1CCC[C@H]1C(=O)NCc1ccc(F)cc1F
 : i, 0.5
> CCOC(=O)[C@]12CCC=C1N(Cc1ccc(Cl)cc1Cl)C(=O)[C@H](CC(=O)NCc1ccccc1)C2
 : i, 0.7
> CCOC(=O)C1=C[C@@H](CC)N(S(=O)(=O)c2ccc(C)cc2)[C@H]1c1ccccc1
 : i, 1.7
> C[C@@H]1CN([C@H](C)CO)C(=O)CCCn2cc(nn2)CO[C@H]1CN(C)S(=O)(=O)c1ccc2ccccc2c1
 : i, 0.6
> Cc1ccc(C(=O)Nc2nc(-c3ccccn3)cs2)cc1S(=O)(=O)N1CCOCC1
 : ?, /
> Cc1ccccc1OCCC(=O)OCC(=O)NNC(=O)c1cccs1
 : i, 0.3
> CN(Cc1ccccc1)C(=O)c1ccc(Nc2nc(C(N)COCc3ccccc3)cs2)nc1 (stereo not given)
 : i, 0.0
> O=C(NNc1nc(N2CCCC2)nc(N2CCCC2)n1)c1ccccc1
 : i, 0.4
> O=C(Nc1ccccc1)c1cc(C2CCCCN2C(=O)OCCF)on1 (stereo not given)
 : i, 1.2
> COc1ccc(C2=NOC(Cn3nc(-c4ccccc4)cc3C(=O)NCc3cccs3)C2)cc1 (stereo not given)
 : i, 1.3
> CC(C)C(=O)N1CCCC1(C)C(=O)N(C)Cc1cccc2ccccc12 (stereo not given)
 : i, 1.6
> COc1cc(-c2cccc([C@H]3[C@@H]4C=CC[C@@H](C)[C@@H]4C(=O)N3Cc3ccccc3)c2)cc(OC)c1OC
 : i, 0.4
> CC(NC(=O)c1ccco1)C(=O)N1CCN(c2cccc(Cl)c2)CC1 (stereo not given)
 : i, 0.3
> Cc1cc(O)c2c(c1)CC1C3CCC4CC(=O)CCC4(C)C3CC(=O)C21C (stereo not given)
 : i, 2.6
> CCc1ccc(Nc2ccc3nonc3c2[N+](=O)[O-])cc1
 : i, 0.4
> COc1cc(OC)cc(-c2nnc(SCC(=O)N3c4ccccc4Sc4ccccc43)o2)c1
 : i, 0.6
> COc1cccc(Cn2c3ccc(NC(=O)Cc4cc(OC)ccc4OC)cc3c(=O)n2C)c1
 : i, 1.7
> COc1ccccc1CCNC(=O)c1cccc(S(=O)(=O)N2CCc3ccccc3C2)c1
 : i, 0.8
> O=C(CCCc1ccccn1)c1cccc2ccccc12
 : i, 0.6
> CC1(C(=O)Nc2cnc3ccccc3c2)CCN1Cc1cc2ccccc2o1 (stereo not given)
 : i, 2.2
> CCOc1ccc(S(=O)(=O)Nc2ccc(C(=O)N(CC)CC(=O)NCc3cccs3)cc2)cc1
 : i, 2.5
> CN1C[C@@H]2[C@@H]3C(=O)N(C)C(=O)[C@@H]3[C@](C)(C1=O)N2C(=O)c1ccc(Cl)cc1
 : i, 0.5
> O=C1CCCN1CCCNc1nc(NCc2ccccc2)nc2ccsc12
 : i, 0.4
> O=C1C2C3C=CC(O3)C2C(=O)N1N=C1CCCCC1 (stereo not given)
 : i, 0.8
> COC(=O)[C@@]1(C)[C@H]2C(=O)N(Cc3ccccc3)C(=O)[C@H]2[C@H]2CN=C(SCc3ccc(C)cc3)N21
 : i, 1.0
> Cc1ccc2c(c1)C(=O)C(=O)N2Cc1ccc(C(F)(F)F)cc1
 : ?, /
> CCOC(=O)[C@]12CCC=C1N(Cc1ccco1)C(=O)[C@H](CC(=O)N1CCN(C(=O)c3ccco3)CC1)C2
 : i, 1.4
> Cn1c(NCc2cccnc2)nc2cc(-c3ccc(F)cc3)sc2c1=O
 : i, 0.7
> CCCCNC(=O)C1(C)CCC(=O)N1c1cc(C(C)(C)C)nn1C (stereo not given)
 : i, 0.5
> Cc1cccc(CN2CCN(C3CN(C4CCCCC4)S(=O)(=O)C3)CC2)c1 (stereo not given)
 : i, 0.9
> CCc1ccc(CN(C)C(=O)c2cc(COc3cncc(Cl)c3)on2)cc1
 : i, 2.5
> CCN(CC)c1ccc(NC(=O)COC(=O)Cc2ccsc2)cc1
 : i, 0.7
> CCCN=C1N(CC)C[C@@H]2[C@@H]3C(=O)N(C)C(=O)[C@@H]3[C@](Cc3ccccc3)(C(=O)OC)N12
 : i, 3.5
> CC(Nc1nc(-c2ccc(F)cc2)cs1)c1nc2cc(Cl)c(Cl)cc2n1CCCO (stereo not given)
 : i, 2.0
> O=C1NC[C@H](Cc2ccccc2)N(CCc2cc(C(F)(F)F)cc(C(F)(F)F)c2)C1=O
 : i, 1.4
> Cc1cc(=O)oc2cc(OCC(=O)N3CC(=O)Nc4ccccc43)c(Cl)cc12
 : i, 0.6
> CCN(CC(=O)Nc1cc(Cl)cc(Cl)c1)CC(=O)NC1CCS(=O)(=O)C1 (stereo not given)
 : i, 0.9

# Next structures follow.
# Below each SMILES: Myeloid diff MLP, Myeloid diff MLP GFP+ MAC1+ %
> CCOc1ccccc1C(=O)NCC(=O)NNC(=O)c1cccs1
 : i, 0.3
> Cn1c(NCc2cccnc2)nc2cc(-c3cccc(C(F)(F)F)c3)sc2c1=O
 : i, 0.6
> CCCC[C@@H]1C=C(C(=O)O)[C@H](c2ccc(Cl)cc2)N1S(=O)(=O)c1ccc(C)cc1
 : i, 1.3
> CN(Cc1ccco1)C(=O)CC[C@H]1O[C@@H](n2ccc(=O)[nH]c2=O)[C@H](O)[C@@H]1O
 : i, 0.8

# Screens (PubChem)
